PLC-beta3 inh: PLC-beta3 (human) inhibition, primary screen; Q01970; Purified PLC-beta3, fluorogenic substrate, fluorescence; inhibition, % at 12.2 µM; hit rate 0.18% among 370,000; in the data active means inhibition above about 11%;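 further: 0% = median of compound wells on plate and 100% = full blocker control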
ADAM10 inh: inhibits human ADAM10; O14672; recombinant ADAM10, EDANS/DABCYL FRET peptide cleavage, 3 h; inhibition, % at 7 µM; hit rate 0.62% among 370,000;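 active means inhibition above a per-campaign cutoff equal to the mean of compounds falling between control-based bounds plus 3 SD, cut at about 20% in these data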;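 further: 0% = DMSO wells while the 100% control is not disclosed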
GAA850 FXN act: increases GAA850 frataxin promoter reporter activity; HEK293 lucGAA850 FXN promoter luciferase reporter, 24 h; percent of 10 µM SAHA response; activation, % at 6 µM; hit rate 0.56% among 360,000; AID 540364;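 active means activation above the average of all compounds screened plus 3 SD, cutoff fixed separately per campaign, cut at about 7.5% in these data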;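 further: 0% = DMSO wells and 100% = 10 µM SAHA wells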
hgDAF12 agonist: hgDAF-12 agonism, primary luciferase screen. hit rate 1.8% among 370,000. activation, % at 6.8 µM. AID 687014. HEK293 GAL4-hgDAF12 UAS-luciferase reporter, agonist luminescence; normalized to butyrate control;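 active means activation above a cutoff set at the mean of all screened compounds plus 3 SD, cut at about 10% in these data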;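 further: 0% = DMSO wells and 100% = sodium butyrate wells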
PLCg1 inh: blocks human PLC-gamma1 enzyme activity | AID 720700 | purified PLC-gamma1, fluorogenic substrate, fluorescence | P19174 | inhibition, % at 12.2 µM | hit rate 0.84% among 370,000; in the data active means inhibition above about 9.5%
hcDAF12 agonist: H. contortus DAF-12 activation, primary screen | hit rate 1.4% among 370,000 | activation, % at 6.8 µM | HEK293 hcDAF-12 lit1-tk-luc reporter, luminescence; 0% DMSO, 100% Δ7-dafachronic acid;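 active means activation above the mean of all tested compounds plus 3 SD, cut at about 5.5% in these data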;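 further: 100% = response to 3 µM Δ7-dafachronic acid high control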
ssDAF-12 act: S. stercoralis DAF-12 activation, primary screen; activation, % at 6.8 µM; hit rate 1% among 370,000; HEK293 ssDAF-12/GRIP1 lit1-tk-luc reporter, luminescence; % of 3 µM dafachronic acid response;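 active means activation above the mean over all tested compounds plus 3 SD, cut at about 0.9% in these data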;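 further: 0% = DMSO-only wells and 100% = 3 µM delta7-dafachronic acid wells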
HGIII-sPLA2 inh: Inhibits HGIII-sPLA2 liposome hydrolysis, primary screen; Q9NZ20; QFRET BODIPY PC-A2 liposome hydrolysis, fluorescence; inhibition, % at 12.2 µM; hit rate 0.56% among 370,000; AID 743126;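 active means inhibition above mean plus 3 SD of compounds lying within the high and low control bounds, cut at about 19% in these data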;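 further: 0% = median of test compound wells and 100% = no enzyme DMSO wells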
Target sequence (Q9NZ20 whole entry, looked up): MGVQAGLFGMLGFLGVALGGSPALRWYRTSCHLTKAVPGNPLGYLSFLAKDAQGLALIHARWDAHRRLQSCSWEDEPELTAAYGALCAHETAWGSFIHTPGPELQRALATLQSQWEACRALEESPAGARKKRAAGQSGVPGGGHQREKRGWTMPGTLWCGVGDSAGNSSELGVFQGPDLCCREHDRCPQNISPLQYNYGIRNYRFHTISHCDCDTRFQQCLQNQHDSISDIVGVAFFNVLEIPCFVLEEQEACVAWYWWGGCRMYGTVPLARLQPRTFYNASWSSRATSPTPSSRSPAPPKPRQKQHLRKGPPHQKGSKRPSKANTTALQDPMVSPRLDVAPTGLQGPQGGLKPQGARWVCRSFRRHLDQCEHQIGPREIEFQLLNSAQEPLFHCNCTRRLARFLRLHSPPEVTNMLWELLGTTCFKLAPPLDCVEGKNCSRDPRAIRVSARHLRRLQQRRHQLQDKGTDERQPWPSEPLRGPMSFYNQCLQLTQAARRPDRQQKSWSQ
DAX1 inh-1: blocks DAX1 repression of SF-1 activated StAR promoter | HEK293T StAR-luciferase reporter, SF-1/DAX-1 repression relief | inhibition, % at 6.8 µM | hit rate 1.1% among 370,000 | AID 652010;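 active means inhibition above the mean over all tested compounds plus 3 SD, cut at about 3.6% in these data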;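 further: 0% = DAX-1 cells with DMSO and 100% = cells lacking DAX-1 with DMSO; higher inhibition means more luminescence from relief of DAX-1 repression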
ADAM17 inh: ADAM17 inhibition, QFRET primary screen | P78536 | recombinant ADAM17, EDANS/DABCYL FRET peptide cleavage | inhibition, % at 6.95 µM | hit rate 0.83% among 370,000 | AID 720648;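 active means inhibition above the mean of compounds lying between control limits plus 3 SD, set per campaign, cut at about 8.5% in these data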;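 further: 0% = DMSO-only wells as the low control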
DAX1 inh-2: NR0B1 (DAX1) inhibition; P51843; HEK293 Gal4-DAX1 luciferase reporter, luminescence; inhibition, % at 6.75 µM; hit rate 0.99% among 340,000; AID 504766;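 active means inhibition above the mean over all tested compounds plus 3 SD, cut at about 4.2% in these data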;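 further: 0% = DAX1-transfected cells with DMSO and 100% = empty-vector control cells with DMSO; inhibition shows as a rise in luminescence from relieved DAX1 repression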
Target sequence (P51843 207-470 limits assumed): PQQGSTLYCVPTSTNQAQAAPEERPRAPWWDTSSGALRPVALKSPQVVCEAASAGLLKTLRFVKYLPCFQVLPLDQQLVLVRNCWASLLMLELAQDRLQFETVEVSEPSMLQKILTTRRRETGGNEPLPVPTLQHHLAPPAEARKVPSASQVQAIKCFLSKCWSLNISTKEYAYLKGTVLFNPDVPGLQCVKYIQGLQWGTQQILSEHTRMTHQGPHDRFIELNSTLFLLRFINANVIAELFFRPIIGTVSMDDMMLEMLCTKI
* = called active by the depositor; i = inactive; / = not tested or not shown. This is a random part of the collection; overall some 6.9% were active at least once.

Each structure is followed by: PLC-beta3 inh, ADAM10 inh, GAA850 FXN act, hgDAF12 agonist, PLCg1 inh, hcDAF12 agonist, ssDAF-12 act, HGIII-sPLA2 inh, DAX1 inh-1, ADAM17 inh, DAX1 inh-2
> COc1ccc(OCCOc2ccc(C)nc2[N+](=O)[O-])cc1
    4, 6, 7.7*, 3.5, 3, 2.4, -0.9, -2, 1.9, 1, 1.0
> O=C(NNS(=O)(=O)c1ccc2ccccc2c1)c1cc(-c2ccccn2)nc2ccccc12
    -9, 9, 0.0, 0.8, -7, 2.1, -0.7, -29, 0.1, 4, 1.2
> O=C(Nc1cccc(C(=O)N2CCCC2)c1)C1CCC1
    -1, 1, 0.2, 3.6, -1, -0.7, -0.9, -1, 0.1, -3, -0.2
> O=C(O)c1cc(-c2cccs2)nn1-c1ccc(F)cc1
    -8, -8, -0.9, -3.7, 2, -0.6, -0.4, 1, -0.2, -6, 0.9
> COc1ccc(NC(=O)CSc2nc(N)c(NC(=O)c3ccccc3F)c(=O)[nH]2)cc1
    -2, -12, 1.6, 0.1, -3, -0.9, -0.9, -2, 0.3, -1, 0.5
> O=C(NN1C(=O)/C(=C/c2ccc(O)cc2)SC1=S)c1cccc(O)c1
    -28, 8, 1.3, -0.4, -20, -0.1, -0.7, -61, -0.1, 6, -0.8
> Cc1ccc(CN2C(=O)C(C)(C)Oc3ccc(C(=O)N4CCCCC4)cc32)cc1
    3, 9, 1.4, -4.0, 4, -3.3, -1.8, -9, -0.2, 8, -1.0
> Cc1c(C=O)c2ccccn2c1C(=O)c1ccc(F)cc1
    -36, 12, 1.5, 0.5, -15, -3.5, -1.5, 4, -0.3, 10*, 2.1
> Cc1ccc(NC(=S)Nc2ccc(S(=O)(=O)Nc3ncccn3)cc2)c(C)c1
    -3, -1, 1.0, 1.1, 1, -1.7, -1.4, 2, 0.7, -1, 2.4
> CC(=O)c1c(C)[nH]c(C(=O)CN2C(=O)NC(C)(c3ccc(C)cc3)C2=O)c1C (stereo unspecified)
    6, -1, 0.8, -3.8, 3, -0.5, -1.3, -6, -0.8, -3, 0.9
> C/C(=N/OCc1ccc(Br)cc1)c1ccccn1
    0, 3, 6.2, 23*, 0, 4.6, -0.2, 2, 3.7*, -3, 1.6
> c1ccc(-c2noc(C3CCC3)n2)nc1
    -7, -3, 2.4, 0.8, 0, 4.6, -0.6, 9, 1.0, -5, /
> Cc1ccnc(NC(=O)c2cc(-c3ccc(Cl)s3)nc3ccccc23)c1
    -42, -39, -0.7, 1.6, -38, 0.0, 0.1, 1, 0.7, -9, 4.7*
> Cc1cccc2nc(-c3ccco3)c(Nc3ccccc3)n12
    i, i, -0.6, 1.5, -496, -1.6, -1.7, -1, -1.1, -316, -1.1
> CCN(CC(=O)Nc1ccccc1OC)C(=O)/C=C/c1cccs1
    -5, -5, 0.2, 2.9, -3, 1.6, -0.8, 5, 0.5, -5, 1.1
> CCN1CCSc2ccc(C(=O)NCc3ccccc3C)cc21
    i, i, -1.2, 0.6, i, -0.9, -1.0, 0, -1.2, -434, -0.6
> N#CC(C#N)=C/C(C#N)=C(/N)N1CCN(c2ccc(Cl)cc2)CC1
    -17, 1, 2.9, 0.5, -6, -1.6, -1.5, -3, 0.1, 0, -0.2
> O=C(N/C(=C\c1ccccc1)C(=O)N1CCN(CCO)CC1)c1ccccc1
    -1, 0, -2.9, 1.9, 0, -0.6, -1.7, 21*, 0.3, -1, -0.8
> CCC(C)NC(=O)CN(c1cc(C)ccc1OC)S(C)(=O)=O (stereo unspecified)
    1, 3, 1.1, -1.0, -3, -1.5, -1.2, -1, 0.3, 0, -0.3
> COC(=O)c1ccc2nc(-c3ccc(F)cc3)c(Cc3ccccc3C(F)(F)F)n2c1
    -3, -6, /, -1.6, -1, 2.3, -1.2, -7, -0.5, -3, /
> CCOc1ccc(N(C)S(=O)(=O)c2ccc(C)c(C(=O)Nc3nnc(C4CC4)s3)c2)cc1
    -7, 6, -2.0, -2.0, -2, -0.1, -0.7, -16, -0.2, 4, 0.7
> CC1Sc2ccc(S(=O)(=O)N3CCC(C(=O)N4CCN(C)CC4)CC3)cc2NC1=O (stereo unspecified)
    -2, 5, -0.6, -2.1, 3, -0.7, -0.9, 1, 3.5, 1, 0.1
> CC1=C(C(=O)N2CCCCCC2)CC(CC(=O)NCCN2CCOCC2)C(=O)N1Cc1ccc(C(C)(C)C)cc1 (stereo unspecified)
    7, 5, /, 1.5, 3, -1.2, -0.7, -1, -0.5, 4, /
> CCCOc1ccc(C2=NNC(c3cccs3)=Nc3ccc(OC)cc32)cc1
    -6, -2, 4.3, 2.8, -6, 1.5, -0.7, 4, 1.1, 1, 1.9
> CC(C)C[C@H]1CNC(=O)C(=O)N1C[C@@H]1CCCN1C[C@H](Cc1ccc(O)cc1)N1C[C@H](Cc2ccccc2)N(CC2CCCCC2)C(=O)C1=O
    5, -12, /, -1.8, 3, 0.5, -0.7, -11, 0.8, -2, /
> COC(=O)C1C(c2ccccc2)C(C(=O)N2CCOCC2)C1c1ccccc1 (stereo unspecified)
    15*, -13, 0.7, -1.4, -1, 0.1, -1.1, 8, -0.1, 1, 1.9
> Cc1ccc(C(=O)Nc2cccc(C(F)(F)F)c2)cc1Nc1ncnc2nc[nH]c12
    -3, 13, 3.1, -6.7, 0, -4.8, -1.3, -16, -2.9, 6, 1.2
> Oc1c(/C=N/Nc2cccc3cccnc23)ccc2ccccc12
    -14, -19, 2.5, -0.2, -4, 1.1, 0.0, 6, 1.2, -6, 1.3
> CCCn1c(=O)c(C(=O)NCCc2ccc(OC)cc2)c(O)c2ccccc21
    -3, 0, 1.2, -1.7, 6, -1.2, -1.1, -6, -0.3, 3, -0.3
> FC(F)(F)c1ccc(Sc2nnc(-c3cccs3)n2CC2CCCO2)nc1 (stereo unspecified)
    3, -2, 0.8, -1.3, 5, -1.8, -0.7, -1, -0.1, -3, -0.9
> Cc1ccnc(NS(=O)(=O)c2ccc(N3C(=O)C4CCCCC4C3=O)cc2)n1 (stereo unspecified)
    2, -7, -0.4, -1.6, 1, -0.4, -1.3, 6, -0.3, -10, 0.1
> COc1ccccc1NC(NC(=O)c1ccco1)C(=O)c1ccccc1 (stereo unspecified)
    2, 1, 2.3, 2.6, 0, 1.4, -0.5, -5, 0.6, 0, 0.3
> COc1ccccc1C(C)NC(=O)c1cc(=O)[nH]c2ccccc12 (stereo unspecified)
    -4, -10, -1.4, -2.0, -3, 2.1, -0.6, 0, -0.1, -3, 2.6
> Cc1nn(C)cc1CN1CCCC(C(=O)c2ccc(-c3ccccc3)c(F)c2)C1 (stereo unspecified)
    0, -3, 0.9, -1.1, 1, -0.1, -1.3, -10, -0.6, -3, -0.2
> N#C/C(=C\c1cn(CCOc2ccccc2)c2ccccc12)C(=O)NCc1cccs1
    3, 4, 1.3, -2.6, 0, 1.3, -1.0, 0, 0.0, 2, -1.0
> O=C1CC(NS(=O)(=O)c2cc(F)ccc2F)CN1c1ccc2c(c1)OCCO2 (stereo unspecified)
    -2, -4, 1.6, -1.2, -2, -0.3, -1.0, 9, -0.7, -3, 1.5
> COc1ccc(OC)c(-c2csc(NC(=O)Cc3ccccc3OC)n2)c1
    -4, 12, 3.8, 3.9, 1, -1.3, -1.5, -12, 0.0, 6, 1.3
> CCCCNCCS(=O)(=O)NCc1ccc(OC)cc1
    1, -1, 2.8, 0.5, 1, 0.0, -1.8, -2, 1.4, -2, 0.1
> CN(C)CCN(C(=O)/C=C/c1cccs1)c1nc2ccc(F)cc2s1
    -4, -24, 2.5, 5.9, 0, 2.3, 0.8, 16, 0.6, -11, -1.1
> CN(CC(=O)Nc1ccc(Cl)c(C(F)(F)F)c1)C(=O)CC1Sc2ccccc2NC1=O (stereo unspecified)
    1, 33*, 1.1, -2.9, 8, -1.2, -0.9, -35, 1.3, 14*, -0.1
> COc1ccc(C2(CNC(=O)C(=O)Nc3ccc(C)cc3)CCOCC2)cc1
    2, 7, 2.0, -1.6, 1, -0.1, -1.4, 1, -0.2, 1, 0.2
> Cc1ccc(CN(C(=O)c2cc(=O)c3cc(C)cc(C)c3o2)C2CCS(=O)(=O)C2)cc1 (stereo unspecified)
    -29, -13, 0.4, -2.2, -14, -1.5, -1.7, -6, 0.4, -7, /
> Cc1ccc(Cl)cc1NS(=O)(=O)c1cc2[nH]c(=O)c(=O)[nH]c2cc1C
    -12, -33, 1.6, 1.7, -8, -0.9, -1.1, -4, -1.4, -9, -0.6
> COc1ccccc1-c1cc(NC(C)=O)c2ncc(-c3ccccc3)n2c1
    -39, -53, 1.1, -4.0, -27, -1.6, -1.2, -9, -2.1, -17, /
> CCN(CC)S(=O)(=O)c1cc(C(=O)OC)ccc1Cl
    -4, -1, 2.8, -0.9, -4, -0.1, -1.2, 3, -0.5, 0, 0.9
> CCCCNC(=O)O[C@H]1C[C@@H]2CCN3C(=O)CCC(C)(C)[C@H](C1)[C@H]23
    3, -2, 1.9, -0.1, 2, -2.3, -1.9, 5, -0.1, -1, -1.0
> COc1ccc(Cc2nnc(NC(=O)c3cccc(F)c3)s2)cc1OC
    5, 3, 1.8, -0.1, 4, -0.4, -0.8, -3, -0.1, 2, -0.4
> O=C1C2=C(NC(=S)NC2c2ccc(Cl)cc2)NC(c2ccc(Cl)cc2)N1c1ccc(Cl)cc1 (stereo unspecified)
    -17, -1, 4.2, -0.7, -11, 0.2, -1.1, 12, 0.4, -1, 0.1
> CCN(CC)c1ccc2cc(NC(=O)CCC(=O)O)c(=O)oc2c1
    i, i, -17, -16, i, -7.1, -3.7, -10, -3.4, i, -4.4
> O=C(NCCCCc1ccccc1)Nc1ccc(F)cc1F
    -6, 7, 1.6, 1.4, 5, -2.1, -0.6, -3, 0.3, -3, 1.0
